IDH1 R132H inh: human IDH1 R132H inhibition | O75874 | IDH1-R132H enzyme, NADPH consumption, diaphorase/resazurin fluorescence | Potency, µM (highest dose often 76.6 µM), without a hit: at the top dose activity change, negative = inhibition, hits mostly inhibitors | 390,000 compounds, 0.093% hits; note: potency is the fitted concentration of half-maximal effect; % is set by controls: 0 for no effect and ±100 for the full control effect; nearly all actives have a fitted effect of over 65% in size
Target sequence (O75874 whole entry R132H, stated change not applied): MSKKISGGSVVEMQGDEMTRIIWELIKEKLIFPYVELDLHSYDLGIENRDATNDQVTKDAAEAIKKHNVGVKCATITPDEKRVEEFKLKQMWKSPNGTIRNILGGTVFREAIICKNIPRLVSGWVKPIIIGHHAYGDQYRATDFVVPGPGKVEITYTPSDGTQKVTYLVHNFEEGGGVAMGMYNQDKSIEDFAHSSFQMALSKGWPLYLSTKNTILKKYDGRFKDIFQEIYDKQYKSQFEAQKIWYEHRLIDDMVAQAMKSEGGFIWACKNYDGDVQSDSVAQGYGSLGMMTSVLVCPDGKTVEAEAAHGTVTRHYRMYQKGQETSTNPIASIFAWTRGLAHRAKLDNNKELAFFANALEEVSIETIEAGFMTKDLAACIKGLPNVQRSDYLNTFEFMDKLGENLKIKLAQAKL
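IDH1-R132H (0.5 ug/mL dispensed) in pH 7.5 Tris buffer was preincubated 30 min with compound, then given a substrate mix of 0.016 mM NADPH and 2 mM alpha-KG for 80 min at room temperature; remaining NADPH was read by diaphorase/resazurin fluorescence.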
USP1-UAF1 inh: inhibitors of human USP1/UAF1 deubiquitinase | recombinant USP1/UAF1, Ub-Rhodamine cleavage fluorescence | Potency, µM (top dose mostly 57.1 µM), inactives show at the highest dose activity change, negative = inhibition, usual class: inhibitors | O94782 | 390,000 compounds, 0.23% hits | AID 743255; note: potency is the fitted concentration of half-maximal effect; % is set by controls: 0 for no effect and ±100 for the full control effect; nearly all actives have a fitted effect of over 60% in size; inactives centre near -12
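USP1/UAF1 complex at 1 nM was preincubated with compound for 15 min at room temperature, then Ub-Rho substrate (150nM final) was added. Fluorescence (480/540 nm) was read kinetically, 6 reads every 60 seconds.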
Pin1 inhibitor: human Pin1 inhibition; Q13526; Pin1 FP peptide displacement, HiFluor488, 10 min; Potency, µM (top dose mostly 115 µM), without a hit: top-dose activity, negative = inhibition, actives largely listed as inhibitors; 390,000 compounds, 0.009% hits; active = well fitted inhibition curve with a large enough effect in the polarisation, with a control signal flat, not every such curve was filed as active; inconclusive = small, poorly fitted or top-dose-only effect, or effect the other way, or a change in a side signal; inactive = no such curve, though single readings can be large or run the other way; the % refers to the polarisation; note: potency is the fitted concentration of half-maximal effect; % is set by controls: 0 for no effect and ±100 for the full control effect
Target sequence (Q13526 whole entry, looked up): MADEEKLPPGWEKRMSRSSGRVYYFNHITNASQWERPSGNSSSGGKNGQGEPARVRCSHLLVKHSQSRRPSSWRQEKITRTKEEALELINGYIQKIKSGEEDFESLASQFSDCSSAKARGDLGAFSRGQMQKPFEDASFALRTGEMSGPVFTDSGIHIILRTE
GLS inh: inhibitors of human glutaminase (GLS); Potency, µM (top dose mostly 45.5 µM), without a hit: at the top dose activity change, negative = inhibition, usual class: inhibitors; GLS enzymatic activity, qHTS titration; O94925; 410,000 compounds, 0.21% hits; AID 624170; note: potency is the fitted concentration of half-maximal effect; % is set by controls: 0 for no effect and ±100 for the full control effect
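Enzyme dispensed in phosphate buffer (45 mM, pH 8.2, 0.02% Tween-20), compounds pinned in, then 1 mM L-glutamine solution and the glutamate oxidase–HRP–Amplex Red mix added; fluorescence read immediately and again after 30 min at room temperature.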
HP1b binding inh: inhibitors of HP1-beta chromodomain binding to methylated histone tails; Potency, µM (series often up to 114 µM), for inactives: at the top dose activity change, negative = inhibition, usual class: inhibitors; P83916; AID 540317; 390,000 compounds, 0.56% hits; AlphaScreen HP1-beta / biotin-H3K9me3 peptide binding; note: potency is the fitted concentration of half-maximal effect; nearly all actives have a fitted effect of over 70% in size; inactives centre near 23
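Compound inhibition of the preformed complex between 50 nM HP1-beta and 50 nM biotinylated H3K9me3 peptide was read by AlphaScreen. Buffer was PBS pH 7.4 with 0.01% Tween-20. Incubations ran 30 min at room temperature, with 10 ug/mL donor/acceptor beads.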
PGK inhibitor: T. brucei PGK inhibition; PGK/GAPDH coupled, Kinase-Glo luminescence, 60 min; Potency, µM (series often up to 57.5 µM), inactives show at the highest dose activity change, negative = inhibition, actives largely listed as inhibitors; 380,000 compounds, 0.043% hits; P07378; note: potency is the fitted concentration of half-maximal effect; % is set by controls: 0 for no effect and ±100 for the full control effect; nearly all actives have a fitted effect of over 60% in size
Target sequence (P07378 whole entry, looked up): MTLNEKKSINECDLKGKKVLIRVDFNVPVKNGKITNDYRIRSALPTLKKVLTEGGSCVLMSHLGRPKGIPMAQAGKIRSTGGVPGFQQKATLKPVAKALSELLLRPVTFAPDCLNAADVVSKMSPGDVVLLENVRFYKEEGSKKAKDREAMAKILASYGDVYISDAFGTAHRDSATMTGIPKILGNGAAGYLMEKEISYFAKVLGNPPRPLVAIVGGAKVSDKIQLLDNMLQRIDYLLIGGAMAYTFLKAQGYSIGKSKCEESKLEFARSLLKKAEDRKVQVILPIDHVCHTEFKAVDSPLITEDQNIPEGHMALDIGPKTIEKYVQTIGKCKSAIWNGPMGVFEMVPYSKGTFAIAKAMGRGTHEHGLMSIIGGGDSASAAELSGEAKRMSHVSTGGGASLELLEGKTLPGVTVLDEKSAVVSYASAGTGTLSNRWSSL
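Luminescent ATP detection (Kinase-Glo Plus) follows a 60-minute room-temperature incubation, with wells lacking PGK as controls. Buffer: 100 mM TEA (pH 7.6), 5 mM MgCl2, 0.01% Tween-20. Coupling enzyme GAPDH (100 nM final) supplies unstable 1,3-BPG in-well.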
TrxR1 substrate: rat thioredoxin reductase 1 substrate activity. O89049. purified TrxR1 substrate turnover, NADPH consumption readout. Potency, µM (highest dose often 114 µM), inactives show top-dose activity change, negative = substrate turnover. 390,000 compounds, 0.01% hits. AID 588456; note: potency is the fitted concentration of half-maximal effect; % is set by controls: 0 for no effect and ±100 for the full control effect; nearly all actives have a fitted effect of over 50% in size
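Rat TrxR1, dispensed at 90 nM, was prereduced with 400 uM NADPH (final) for 5 min at ~22 deg C, then incubated with compound 15 min before 400 uM selenite. A first-read NADPH fluorescence drop versus no-compound background flagged substrates.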
TrxR1 inh: blocks rat thioredoxin reductase 1 | O89049 | recombinant rTrxR1, NADPH fluorescence consumption, selenite substrate | Potency, µM (top dose mostly 114 µM), inactives show top-dose activity change, negative = inhibition, most hits filed as inhibitors | 390,000 compounds, 1% hits; note: potency is the fitted concentration of half-maximal effect; % is set by controls: 0 for no effect and ±100 for the full control effect; nearly all actives have a fitted effect of over 65% in size
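Rat TrxR1 (90 nM in the dispensed reagent) was pre-reduced with 400 uM NADPH for 5 min at room temperature, then incubated with compound for 15 min. After 400 uM selenite was added, NADPH fluorescence (Ex 340/Em 450 nm) was followed for 8 min.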
PI4K2A inh: inhibitors of human PI4K2A; Q9BTU6; purified PI4K2A, ADP-Glo luminescence, 1 h; hits give low values; activity change, negative = inhibition, % at 76.9 µM; 420,000 compounds, 0.13% hits; in the data active = activity change below about -50%; inconclusive = mostly about -30% to -49%;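 note: -100% = wells without enzyme as full effect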
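PI4K2A activity was measured by ADP-Glo luminescence: enzyme (4 ug/mL stock) and phosphatidylinositol (1.2 mM stock) in Tris pH 7.5/MgCl2/EGTA/Triton X-100 buffer were reacted with ATP (300 microM stock) for one hour at ambient temperature.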
Active calls of the source: *; i = inactive; ? = inconclusive; . = not tested or not shown; [ ] = remark or other dose. Unless noted, calls come from the whole dose curve; as a rule, active = well fitted curve in the direction sought with a large enough effect; inconclusive = small, poorly fitted or top-dose-only effect, or another doubt; inactive = no such curve, though single readings can be large; an effect the other way counts as inactive or inconclusive. An excerpt; count on the stated rates, not on these rows.

GLS inh	Pin1 inhibitor	PI4K2A inh	HP1b binding inh	PGK inhibitor	USP1-UAF1 inh	IDH1 R132H inh	TrxR1 substrate	TrxR1 inh	Compound
-6.6%	-0.9%	-5.3	69.4%[activator]	i	-28.8%	10.5%	-4.2%[57.1 µM]	27.3%[57.1 µM]	CC(C)C[C@H](NC(=O)c1nc[nH]c1C(=O)NCCNC(=O)OC(C)(C)C)C(=O)CNCCNC(=O)c1[nH]cnc1C(=O)N[C@@H](C)C(=O)OC(C)(C)C
2.5%	1.7%	-5.4	64.0%[activator]	3.3%	-4.0%	17.1%	7.0%[57.1 µM]	16.7%[57.1 µM]	COc1ccc(N2CCN(C(=O)c3ccc4c(=O)n(Cc5ccc6c(c5)OCO6)c(=O)[nH]c4c3)CC2)cc1
-0.4%	53.0%[activator]	0.0	54.8%[activator]	-3.1%	-6.6%	10.1%	93.9%[activator]	57.4%[activator]	CCOC(=O)C1CCN(c2nc3c(S(=O)(=O)c4ccc(C)c(C)c4)nnn3c3ccc(Cl)cc23)CC1
-1.4%	?	2.1	-8.5%	3.1%	-25.7%	4.4%	11.2%	?	CCCC1c2ccc(C)n2CCN1C(=O)Nc1ccccc1Cl (centres undefined)
5.1%	-8.6%	23.5	144.4%[activator]	i	-27.2%	7.7%	30.2%[activator]	6.8%	FC(F)(F)c1cccc(-c2nnn3c2nc(NC2CCCCC2)c2ccccc23)c1
14.2%	?	3.6	22.0%	-1.5%	-10.4%	-0.2%	6.7%[57.1 µM]	19.9%[57.1 µM]	CCC(=O)N1CCc2cc(Br)cc(S(=O)(=O)NCC3CCCN3CC)c21 (centres undefined)
2.0%	4.7%	3.2	15.5%	1.9%	-4.0%	-2.8%	8.9%[57.1 µM]	11.2%[11.4 µM]	Cn1c(=O)[nH]c(=O)c2c1nc(Br)n2CCCSc1nc2ccccc2o1
1.7%	-5.7%	-2.8	6.2%	-2.6%	-19.1%	-5.6%	0.8%	9.0%	CCN1CCN(C(=O)c2sc3ncnc(N4CCc5ccccc5C4)c3c2C)CC1
8.3%	-2.8%	3.1	7.5%	-2.2%	-8.7%	4.1%	4.4%[57.1 µM]	10.3%[57.1 µM]	O=C(NC12CC3CC(CC(C3)C1)C2)C1CCCN1C(=O)Nc1ccccc1 (centres undefined)
12.3%	-7.1%	1.0	20.6%	5.2%	-12.5%	-1.9%	-10.9%	-7.2%	CCC/C(=N/NC(=O)c1ccc2c(c1)OCO2)c1cccs1
2.4%	-0.7%	-4.4	13.0%	i	-13.6%	-9.9%	3.0%	20.5%	Cn1c(SCC(=O)NCc2ccco2)nnc1C1CCCC1
10.4%	7.8%	-2.8	-19.1%	i	-22.0%	0.6%	-10.7%	?	Oc1[nH]c2ccccc2c1N=NC(=S)N1CCOCC1
-3.9%	.	-3.6	.	-9.6%	-13.1%	0.6%	.	.	COCCn1cnc2c1c(=O)n(CC(=O)NC1CCCCC1)c(=O)n2Cc1ccccc1
24.5%	-14.1%	1.5	2.9%	0.0%	-21.7%	4.0%	12.6%[57.1 µM]	15.3%[57.1 µM]	Cc1ccc(NC(=O)NC(=O)N(C2CCCCC2)S(=O)(=O)c2ccccc2)cc1
10.4%	-1.2%	3.1	34.0%	7.3%	-17.5%	-9.5%	-2.1%	14.1%	O=C(CNC(=O)C1COc2ccccc2O1)N/N=C\c1ccc(Br)cc1 (centres undefined)
-2.3%	.	0.8	.	-0.9%	?	-12.0%	.	.	N#CCCC(C#N)(c1cccnc1)N1CCOCC1 (centres undefined)
-3.2%	?	-0.1	43.5%[activator]	-0.9%	-16.3%	-1.3%	2.1%	10.2%	Cc1cn(C2CC(O)C(CO)O2)c(=O)n(Cc2ccccc2)c1=O (centres undefined)
9.4%	2.3%	-2.4	50.0%[activator]	-4.3%	-5.4%	0.8%	-14.7%	-8.5%[57.1 µM]	Cc1ccc2nc3c(cc2c1)c(NS(=O)(=O)c1ccccc1)nn3CC(C)C
-13.4%	1.4%	10.4	26.2%	-1.1%	-12.9%	3.7%	2.1%	26.0%	COc1ccc(NC(=O)CSc2nc(C3CC3)nc3ccccc23)cc1
6.1%	?	0.1	-12.8%	-4.8%	-4.1%	5.8%	69.1%	49.7%	Cc1ccc(NS(=O)(=O)c2ccc(Cl)c(C(=O)Nc3ccccc3-c3nc4ccccc4[nH]3)c2)cc1C
1.0%	6.5%	-3.7	27.0%	i	-23.9%	-0.7%	-1.1%	17.1%	O=C(NCCc1ccc2c(c1)OCCO2)c1cccc(S(=O)(=O)N2CCCC2)c1
?	2.7%	10.1	19.6%	5.6%	-22.9%	15.5%	6.8%[57.1 µM]	16.9%[57.1 µM]	NNC(=O)CCc1nc2ccc(O)cc2[nH]1
10.0%	3.1%	2.1	29.1%	-5.7%	-18.2%	-0.1%	-11.3%	-10.4%	O=C(NCc1ccccn1)c1cn(Cc2ccccc2)nn1
-1.2%	-1.1%	1.8	75.4%[activator]	-6.2%	-14.6%	1.5%	7.4%	4.5%	CC(C)(C)C1(O)CC(C(F)(F)F)=NN1C(=O)CCCc1ccccc1 (centres undefined)
-1.8%	-1.0%	4.1	47.1%[activator]	-0.4%	-15.4%	0.7%	2.8%	10.7%	CCOC(=O)C1=C(C)OC(N)=C(C#N)C1c1ccccc1 (centres undefined)
33.0%[activator]	-4.5%	-6.9	18.9%	i	-1.7%	1.9%	-6.7%	-0.7%	CCCC1CC(c2csc(N)n2)CCO1 (centres undefined)
8.7%	-1.3%	2.4	33.9%	2.1%	-2.7%	3.6%	2.7%	6.0%	CCC1CCCCN1C(=O)CCn1ccnc1 (centres undefined)
6.3%	?	1.3	12.6%	-2.9%	-10.1%	-16.8%	3.5%	-1.6%	Cc1cc(C)c(CN2CCN(C(=O)Cn3cnc(C(=O)Nc4ccc(C)c(C)c4)n3)CC2)c(C)c1
-10.8%	8.2%	-0.5	-8.0%	i	-23.3%	-0.8%	-12.1%	-4.4%	CC(C)CNc1nc(N)c([N+](=O)[O-])c(N2CCCCCC2)n1
-7.6%	-1.3%	-1.2	10.0%	i	-13.5%	0.8%	-23.1%[57.1 µM]	3.3%[57.1 µM]	COc1cccc(Cl)c1NC(=O)N1CCN(c2cc(C)nc3ccccc23)CC1
-1.0%	-9.2%	2.0	18.3%	i	-25.4%	-6.4%	50.2%	12.2%[57.1 µM]	COc1cccc(C2C3=C(CC(C)(C)CC3=O)Nc3cc(OC)c(OC)cc32)c1 (centres undefined)
10.9%	-10.9%	4.2	15.3%	0.9%	-7.0%	6.0%	-0.6%	10.0%	COc1ccc(NC(=O)CSc2nnnn2-c2ccccc2OC)c(OC)c1
10.5%	1.4%	-1.5	15.1%	i	-27.4%	18.7%	-2.2%	13.3%	CCCC1=NN(C(=O)C(=O)Nc2ccc(Br)cc2)C(O)(C(F)(F)F)C1 (centres undefined)
-17.9%	3.2%	0.6	31.3%	0.8%	?	-24.0%	93.5%[activator]	-29.5%	CCCCn1nc(NC(=O)c2cccc(Cl)c2)c2cc3ccc(C)cc3nc21
-9.6%	2.2%	5.3	14.8%	-0.1%	6.3%	4.6%	-11.5%[57.1 µM]	6.1%[57.1 µM]	C=CCNC(=O)Nc1ccc(F)cc1F
-2.8%	-3.6%	-1.6	35.4%	-1.2%	-13.1%	-15.6%	1.8%[57.1 µM]	5.5%[57.1 µM]	Cc1cc(Cl)cc2sc(NC(=O)C3CC3)nc12
-8.9%	38.6%[activator]	12.0	29.0%	-6.4%	-18.7%	3.0%	-1.6%	12.6%	CN(CCOc1ccc(-c2ccn(S(=O)(=O)c3ccc(Cl)cc3)n2)cc1)c1ccccn1
10.5%	-0.5%	0.3	?	-0.6%	-9.1%	2.1%	-8.1%	0.9%	CCCN(CC(=O)Nc1ccccc1OC)C(=O)c1ccc2[nH]c3c(c2c1)CC(C)CC3 (centres undefined)
-5.9%	3.1%	-2.9	37.1%	i	-16.1%	19.9%	1.6%	22.2%	O=C(COC(=O)c1ccc2c(c1)S(=O)(=O)N=C1CCCCCN12)NCCc1ccc(F)cc1

Among those listed so far, two contain a cyano group:
GLS inh	Pin1 inhibitor	PI4K2A inh	HP1b binding inh	PGK inhibitor	USP1-UAF1 inh	IDH1 R132H inh	TrxR1 substrate	TrxR1 inh	Compound
-2.3%	.	0.8	.	-0.9%	?	-12.0%	.	.	N#CCCC(C#N)(c1cccnc1)N1CCOCC1 (centres undefined)
-1.8%	-1.0%	4.1	47.1%[activator]	-0.4%	-15.4%	0.7%	2.8%	10.7%	CCOC(=O)C1=C(C)OC(N)=C(C#N)C1c1ccccc1 (centres undefined)
